Mtb UGM inh = M. tuberculosis UGM enzyme inhibitors, primary screen, biochemical, fluorescence polarization, single point. UDP-galactopyranose mutase (Mycobacterium tuberculosis (strain ATCC 25618 / H37Rv)), …. purified UGM, fluorescence polarization probe displacement. inhibition, % at 10 µM. 320,000 tested, 0.06% active. AID 504406, 2011; in the data active = inhibition above about 10%, passing the limit was not always enough
Target sequence (P9WIQ1 whole entry, looked up): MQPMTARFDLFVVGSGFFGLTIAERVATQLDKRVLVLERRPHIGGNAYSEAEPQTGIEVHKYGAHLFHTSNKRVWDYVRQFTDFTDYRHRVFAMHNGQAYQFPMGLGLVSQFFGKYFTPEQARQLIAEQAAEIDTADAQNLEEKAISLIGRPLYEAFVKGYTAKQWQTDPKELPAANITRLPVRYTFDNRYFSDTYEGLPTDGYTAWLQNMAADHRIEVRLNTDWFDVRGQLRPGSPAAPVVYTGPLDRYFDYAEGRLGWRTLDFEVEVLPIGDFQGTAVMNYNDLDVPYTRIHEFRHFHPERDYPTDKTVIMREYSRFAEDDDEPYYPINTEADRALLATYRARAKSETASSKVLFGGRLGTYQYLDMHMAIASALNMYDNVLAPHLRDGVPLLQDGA
Mtb FBA inh = Mtb FBA enzyme inhibitors, primary screen, biochemical, fluorescence, strain H37Rv. Fructose-bisphosphate aldolase (Mycobacterium tuberculosis (strain ATCC 25618 / H37Rv)), …. purified M. tuberculosis FBA, fluorescence read-out. inhibition, % at 1 µM. 360,000 tested, 2.3% active. AID 588726, 2011; in the data active = inhibition above about 27%;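 also: 0% = vehicle and 100% = reference inhibitor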
Target sequence (P9WQA3 whole entry, looked up): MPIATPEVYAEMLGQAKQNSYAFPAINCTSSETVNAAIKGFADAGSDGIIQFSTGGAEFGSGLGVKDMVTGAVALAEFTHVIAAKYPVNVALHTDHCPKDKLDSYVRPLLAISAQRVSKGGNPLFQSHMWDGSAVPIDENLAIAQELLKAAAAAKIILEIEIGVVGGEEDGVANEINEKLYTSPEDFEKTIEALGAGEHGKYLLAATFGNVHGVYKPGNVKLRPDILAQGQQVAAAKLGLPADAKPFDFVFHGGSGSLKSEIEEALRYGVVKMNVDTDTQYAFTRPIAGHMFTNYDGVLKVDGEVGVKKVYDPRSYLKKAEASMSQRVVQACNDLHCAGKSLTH
PriA SSB inh = inhibitors of Klebsiella pneumoniae PriA binding to SSB C-terminal tail, primary screen, biochemical, AlphaScreen | PriA–SSB C-terminal tail interaction (Klebsiella pneumoniae) | inhibition, % at 33 µM | AlphaScreen SSBct-PriA binding, biotinylated peptide | 430,000 tested, 0.6% active; in the data active = inhibition mostly above about 37%, no sharp cut-off; inactive = mostly below about 20%;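 also: plate controls were negative control peptide for no effect and reference peptide for full effect; strong numbers were not always called active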
DUSP3 inh = VHR1 phosphatase inhibitors, primary screen, biochemical, absorbance, uHTS. Dual specificity protein phosphatase 3 (Homo sapiens), P51452. recombinant VHR phosphatase, pNPP absorbance. inhibition, % at 13.3 µM. 290,000 tested, 0.52% active. AID 1654, 2009; in the data active = inhibition above about 50%; also: some compounds called inactive have numbers as strong as hits
Target sequence (P51452 whole entry, looked up): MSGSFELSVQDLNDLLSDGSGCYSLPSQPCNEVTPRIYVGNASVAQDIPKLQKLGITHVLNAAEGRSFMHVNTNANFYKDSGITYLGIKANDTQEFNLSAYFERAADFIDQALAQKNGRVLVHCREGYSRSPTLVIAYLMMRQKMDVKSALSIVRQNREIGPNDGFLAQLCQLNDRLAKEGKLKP
GDH-TPI inh = GDH-TPI coupling enzyme inhibitors, primary screen, artefact control for M. tuberculosis FBA inhibitor project, biochemical, absorbance, full deck | GDH-TPI coupled enzyme counterscreen, NADH absorbance | inhibition, % at 4.8 µM | 360,000 tested, 1.2% active | AID 588335, 2011; in the data active = inhibition above about 30%;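 also: 0% = DMSO wells and 100% = wells lacking the enzyme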
Rv3671c inh = Rv3671c serine protease inhibitors, primary screen, biochemical, fluorescence polarization, M. tuberculosis H37Rv; P9WHR9; inhibition, % at 5.96 µM; 320,000 tested, 0.048% active; AID 2606, 2010; in the data active = inhibition above about 38%;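 also: extracellular domain of Rv3671c used as enzyme; 0% = enzyme with DMSO and 100% = no enzyme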
BH1578 lux ind = inducers of Vibrio cholerae quorum light production without autoinducers, primary screen, BH1578 luxS cqsA deficient, single point; activation, % at 18.7 µM; V. cholerae BH1578 lux reporter, luminescence, 6 h; 350,000 tested, 0.16% active; in the data active = activation mostly above about 9.7%, no sharp cut-off; also: not every result past the cut was called active; inactives centre near 0; reference of the scale not given here
MazF activator = activators of E. coli MazEF toxin-antitoxin RNase, primary screen, biochemical, fluorescence, uHTS | Endoribonuclease toxin MazF (Escherichia coli (strain K12)), P0AE70 | FAM/BHQ RNA-DNA oligo cleavage fluorescence, 5 h | activation, % at 20 µM | 350,000 tested, 0.32% active; in the data active = activation above about 50%
Target sequence (P0AE70 whole entry, looked up): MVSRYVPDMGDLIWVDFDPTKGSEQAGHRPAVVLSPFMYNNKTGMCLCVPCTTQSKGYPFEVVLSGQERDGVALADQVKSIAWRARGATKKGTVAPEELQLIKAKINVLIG
Mtb BioA inh = M. tuberculosis BioA enzyme inhibitors, primary screen, biochemical, plate reader, single point, HTS; 7,8-diaminopelargonic acid synthase BioA (Mycobacterium tuberculosis); purified M. tuberculosis BioA enzyme; inhibition, % at 9.99 µM; 360,000 tested, 0.096% active; AID 602481, 2012; in the data active = inhibition above about 40%
3CLpro inhibitor = SARS-CoV 3CLpro protease inhibitors, primary screen, biochemical, quenched FRET | Replicase polyprotein 1ab (Severe acute respiratory syndrome coronavirus), P0C6X7 | recombinant SARS-CoV 3CLpro, quenched FRET peptide cleavage | inhibition, % at 6 µM | 290,000 tested, 0.14% active | AID 1706, 2009; in the data active = inhibition above about 12%
Numbers without * were called inactive; i = inactive; · = no result given; & = joins results of further samples. This is a subset; rates above refer to the full screens.

canonical_smiles	Mtb UGM inh	Mtb FBA inh	PriA SSB inh	DUSP3 inh	GDH-TPI inh	Rv3671c inh	BH1578 lux ind	MazF activator	Mtb BioA inh	3CLpro inhibitor
CCCn1c(N)c(C(=O)CSc2ncnc3sccc23)c(=O)n(C)c1=O	·	-1.5	0.3	·	1.1	·	i	11.8	·	·
CCS(=O)(=O)c1ncc(Cl)c(C(=O)Nc2ccc(S(=O)(=O)N3CCC(C)CC3)cc2)n1	1.6	1.4	-4.8	2.2	9.6	-128.3	i	4.5	-3.7	3.9
CCOC(=O)c1ccc(NC(=O)N2CCc3ccccc32)cc1	-0.4	0.3	7.0	13.1	-2.1	-0.2	-2.2	-7.0	-0.4	-1.6
CCCn1c(N)c(N(CCOC)C(=O)CSCC(=O)Nc2ccc(OC)cc2)c(=O)[nH]c1=O	0.5	2.4	-18.9	·	2.1	6.0	-10.6	-1.1	1.1	·
COc1ccccc1-c1cc2nc(-c3ccccc3)cc(N3CCN(C(=O)c4ccco4)CC3)n2n1	·	48.5*	·	·	6.2	·	-2.1	-19.2	0.3	·
CCn1nnnc1SCC(=O)NCc1cccs1	3.8	-0.7	-13.6	0.3	-9.7	6.3	-0.5	-0.9	0.4	-3.0
CC(C)Oc1ccc(C(CC(=O)N(C)CCC#N)c2ccc(F)cc2)cc1 (centres undefined)	2.8	-5.3	-5.8	-0.5	-2.2	2.3	i	-6.0	-0.1	-6.3
O=C(NCCCNC(=O)c1ccccn1)c1cccc(F)c1	1.1	1.3	-8.0	27.7	0.8	2.8	i	11.2	2.4	-3.3
O=C1C(=Cc2ccco2)C(=O)c2ccccc21	0.1	-1.1	-4.5	-7.9	-4.4	-1.8	-0.6	-9.2	·	0.7
CCOC(=O)c1cnc2nc(C)[nH]n2c1=O	·	4.0	-15.7	-5.7	0.0	-0.2	-1.0	6.6	0.5	-0.3
O=C(CC1(O)C(=O)Nc2ccc(Br)cc21)c1ccccc1 (centres undefined)	·	1.9	·	·	-5.2	·	i	8.0	-3.1	·
Nc1ccc(C(=O)N/N=C2\CCCc3c2[nH]c2ccccc32)cc1	2.7	12.3	·	22.8	62.2*	-1.3	i	5.2	5.8	0.0
CC(C)(C)C1=Nn2c(nnc2-c2ccccc2F)SC1	4.3	-1.0	-0.1	29.9	6.7	-4.1	-2.9	-0.1	-0.4	0.0
CC/C(=N\N=C(/CC)c1ccccc1N)c1ccccc1N	-0.5	-1.0	·	·	4.1	-0.7	-0.3	5.6	-2.1	·
CCC(c1nnc(SCC(=O)Nc2ccc(Cl)cc2C(F)(F)F)n1C1CCCCC1)N(C)C (centres undefined)	-0.7	2.3	5.3	17.6	0.7	-11.2	-0.2	-4.7	·	0.0

Following part
canonical_smiles	Mtb UGM inh	Mtb FBA inh	PriA SSB inh	DUSP3 inh	GDH-TPI inh	Rv3671c inh	BH1578 lux ind	MazF activator	Mtb BioA inh	3CLpro inhibitor
Cc1cc(Cl)ccc1OCC(=O)N/N=C/c1ccc(OC2OC(CO)C(O)C(O)C2O)cc1 (centres undefined)	-3.3	1.1	i	10.0	18.1	-1.3	-0.2	-2.1	·	-1.4
O=C(N[C@@H](Cc1ccccc1)C(=O)CCl)OCc1ccccc1	0.9	1.4	-10.4	·	-2.4	6.0	-1.2	0.6	0.5	·
O=C(CN1C(=O)C2CC=CCC2C1=O)Nc1nnc(SCc2ccc(Cl)cc2)s1 (centres undefined)	-2.3	-2.9	-0.1	10.3	4.6	-0.3	0.8	12.4	-0.3	6.4
Cc1nc2c(Br)cc(Br)cc2c(=O)n1-c1ccccc1NC1OCC(O)C(O)C1O (centres undefined)	·	3.6	-10.1	·	7.8	·	-1.0	10.1	·	·
COc1ccc(C(=O)N2CCCC(c3cc(C(=O)NCc4ccccc4)no3)C2)cc1 (centres undefined)	·	-2.8	·	·	3.5	·	i	·	1.4	·
CCc1ccccc1N(C)S(=O)(=O)c1ccc(-c2cc(C)no2)s1	-0.2	1.3	-44.3	38.2	2.6	-17.8	-0.5	-7.0	-0.8	1.7
COC(=O)c1ccc(CSC2=NC[C@@H]3[C@@H]4C(=O)N(Cc5ccccc5)C(=O)[C@@H]4[C@](C)(C(=O)OC)N23)cc1	·	1.2	-3.8	·	7.3	·	2.0	-0.8	-0.3	·
COc1cccc(N2C(=O)/C(=C\c3cccs3)NC2=S)c1	-1.8	-12.5	-0.9	6.7	23.6	-7.2	-0.3	0.8	·	0.3
COCC(=O)Nc1ccc(Br)cc1C	1.9	3.9	-12.5	4.5	-4.3	-2.1	4.5	8.1	-0.6	-0.7
C=CCn1sc(N)c(C(=O)OCC)c1=S	-2.5	10.6	5.8	-3.7	13.6	-2.1	i	2.9	3.6	-1.7
CC1CC(=O)C(C(C2=C(O)CC(C)CC2=O)c2ccccc2)=C(O)C1 (centres undefined)	·	3.2	0.5	·	3.9	·	-0.1	6.2	2.4	·
COc1ccc(C(O)c2nc(-c3ccc(F)cc3OC)cs2)cc1 (centres undefined)	·	1.1	·	·	3.1	·	-0.8	·	0.5	·
Cc1ccc(S(=O)(=O)CCC(=O)NNC(=O)CN(C)S(=O)(=O)c2ccc(C)cc2)cc1	8.4	1.1	-9.2	·	12.5	-6.2	-1.6	-13.0	0.8	·
Cc1cc(C)cc(C(=O)Nc2nnc(SCC(=O)NCC3CCCO3)s2)c1 (centres undefined)	0.9	2.5	5.1	30.6	19.6	-11.3	-1.0	0.7	-1.6	0.8
Cc1ccc(NC(=O)COC(=O)CN2C(=O)COc3ccccc32)cc1	-1.7	1.1	-4.7	31.0	0.0	-0.1	·	-5.3	-0.7	5.4

Ordered by length of the SMILES (highest first): part of the list above.
canonical_smiles	Mtb UGM inh	Mtb FBA inh	PriA SSB inh	DUSP3 inh	GDH-TPI inh	Rv3671c inh	BH1578 lux ind	MazF activator	Mtb BioA inh	3CLpro inhibitor
Cc1cc(C)cc(C(=O)Nc2nnc(SCC(=O)NCC3CCCO3)s2)c1 (centres undefined)	0.9	2.5	5.1	30.6	19.6	-11.3	-1.0	0.7	-1.6	0.8
Cc1ccc(NC(=O)COC(=O)CN2C(=O)COc3ccccc32)cc1	-1.7	1.1	-4.7	31.0	0.0	-0.1	·	-5.3	-0.7	5.4
O=C(N[C@@H](Cc1ccccc1)C(=O)CCl)OCc1ccccc1	0.9	1.4	-10.4	·	-2.4	6.0	-1.2	0.6	0.5	·
COc1cccc(N2C(=O)/C(=C\c3cccs3)NC2=S)c1	-1.8	-12.5	-0.9	6.7	23.6	-7.2	-0.3	0.8	·	0.3

Remaining list, next part:
canonical_smiles	Mtb UGM inh	Mtb FBA inh	PriA SSB inh	DUSP3 inh	GDH-TPI inh	Rv3671c inh	BH1578 lux ind	MazF activator	Mtb BioA inh	3CLpro inhibitor
CC(Cc1ccsc1)NC(=O)CCc1nnc(CCc2ccccc2)o1 (centres undefined)	1.0	0.6	-14.0	21.9	-1.6	-4.4	-0.3	3.4	·	0.5
CCOC(=O)N1CCC(NCCNC(=O)c2cccc(F)c2)CC1	-1.2	-0.3	7.4	·	0.0	-1.3	i	7.1	-1.5	·
Cc1ccc(Nc2nnc(SCC(=O)Nc3cccc(S(=O)(=O)NC4=NCCCCC4)c3)s2)c(C)c1	·	-1.8	-4.1	4.5	-1.9	-9.8	-0.1	-4.6	·	0.5
O=C1OC(c2ccccc2)C(O)=C1c1ccccc1 (centres undefined)	·	-0.8	-14.3	·	1.7	·	i	6.4	-0.9	·
Fc1ccccc1/C=N/n1cnnc1	4.7	4.7	·	1.2	-12.0	1.8	i	1.1	-0.7	-0.7
O=c1c2ccccc2nc(Cc2cccc([N+](=O)[O-])c2)n1-c1ccc(O)cc1	0.4	2.0	-4.4	-10.3	6.2	3.8	0.4	14.1	10.0	-4.3
CCCCN1C(=N)N([C@@H](CCC)CN2CCC[C@H]2CN2C(N)=NC[C@@H]2Cc2ccccc2)C[C@H]1Cc1ccccc1	2.0	-0.1	-3.5	·	4.3	-5.7	0.2	21.4	-1.2	·
CC1(C)CC(=O)c2c(O)cc(OCC(=O)N3CCN(c4ccc(F)cc4)CC3)cc2O1	1.8	0.3	4.3	-12.2	12.2	-7.5	0.5	3.0	0.1	3.8
CCCC(=O)Nc1ccc2c(c1)nc(CN1CCN(C(=O)OCC)CC1)n2CC	4.4	-0.4	0.0	-37.7	3.8	-3.0	-1.4	0.8	5.2	5.9
CCOC(=O)c1ccc(Oc2nc(N(C)C)nc(N(C)C)n2)cc1	0.1	-0.1	-5.4	17.5	9.9	5.9	i	-2.5	-0.5	-2.7
CCN(CC)c1ccc(C2CC(=O)Nc3cc(OC)c(OC)cc32)cc1 (centres undefined)	-0.4	-0.2	29.7	-0.2	-1.3	-6.1	i	7.2	3.7	-2.5
COc1ccc2nc(N3CCCCC3)c(C#N)cc2c1	-5.3	12.6	-17.0	-0.4	11.4	-13.9	-0.6	-8.8	-0.1	-5.8
CCOC(=O)C1CCN(C(=O)COC(=O)CSc2ccc([N+](=O)[O-])cc2)CC1	-1.4	-1.2	-10.8	·	15.3	-2.7	i	0.0	-0.3	·
CC(=C/c1ccco1)/C=N/NC(=O)c1ccncc1	3.0	-2.6	i	17.6	25.3	-10.5	-0.9	6.6	-1.9	-2.3
CC1(C)CC(=O)C/C(=N/NC(=O)COc2ccc3ccccc3c2Br)C1	-0.3	-1.9	·	6.5	2.1	-1.0	-0.4	-10.1	-0.5	2.6

(list continues)
canonical_smiles	Mtb UGM inh	Mtb FBA inh	PriA SSB inh	DUSP3 inh	GDH-TPI inh	Rv3671c inh	BH1578 lux ind	MazF activator	Mtb BioA inh	3CLpro inhibitor
Cc1csc(SCC(=O)Nc2ccc(S(=O)(=O)N3CCCC3)cc2)n1	2.0	-1.2	-3.0	1.0	2.5	1.1	i	-8.9	2.3	-1.2
C=CCOC(=O)C1=C[C@@H](c2ccc(C(F)(F)F)cc2)[C@H](CCCO)[C@@H](OCC)O1	0.7	1.0	-15.4	-4.1	3.5	-13.2	-0.3	-0.3	9.4&2.7	8.0
C=C1CCc2c([nH]c3ccc(OCC(C)C)cc23)C1=O	1.8	0.7	-2.9	2.4	15.1	·	-0.5	-5.0	0.0	0.6
Cc1cc(-c2nnc(SCC(=O)Nc3cccc(Cl)c3)n2N)n[nH]1	-1.6	-3.6	-4.7	-5.0	-4.7	1.9	-0.4	7.7	0.1	-1.4
N=c1scc(-c2ccccc2)n1/N=C/c1ccco1	-1.6	·	·	-3.4	·	-0.1	-0.7	0.0	-1.5	6.5
O=C(COc1ccc(S(=O)(=O)N2CCOCC2)cc1)NCc1ccccn1	-1.0	1.4	-9.8	14.5	-1.7	3.5	-0.8	-4.3	-0.4	-1.1
CCN1CCCC1CNC(=O)COc1cc(=O)n(C)c2ccccc12 (centres undefined)	0.6	1.2	-6.7	18.9	-4.4	-2.6	6.2	4.2	-1.6	-1.7
Cc1ccc(-c2nc(-c3cccnc3)sc2CC(=O)Nc2ccc3nc(C)sc3c2)cc1	-1.2	-3.6	-1.8	8.5	3.0	-6.3	-0.2	-22.4	11.9	-3.6
CCOC(=O)C(O)(c1cn(C)c2ccccc12)C(F)(F)F (centres undefined)	1.4	3.7	7.5	14.3	0.4	-2.2	-0.3	-6.0	-1.1	3.2
Cc1nc(CSc2n[nH]c(=O)n2-c2cccc(F)c2)cs1	0.5	0.8	-7.6	-0.9	-5.7	7.4	i	2.6	-1.8	1.3
